SIAE inh: human SIAE inhibitors, primary screen, biochemical, fluorescence polarization, FP-Rh probe, 1536-well HTS | AID 1053197, 2014 | inhibition, % at 9.66 µM | 0.69% of 370,000 active | Sialate O-acetylesterase (Homo sapiens), Q9HAT2 | SIAE FP-Rh probe binding;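 active = inhibition above a cutoff: mean of compounds within the control limits plus 3 SD of those, cut at about 17% in these data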;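 note: 0% = plate median of compound wells and 100% = probe without SIAE protein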
UHRF1 MBD2 ctr: UHRF1 methylated DNA binding inhibitors, primary screen, counter-screen for MBD2 inhibitor project, biochemical, TR-FRET, human UHRF1, single concentration | E3 ubiquitin-protein ligase UHRF1 (Homo sapiens), Q96T88 | UHRF1 binding to methylated oligo | inhibition, % at 4.4 µM | 0.75% of 370,000 active | AID 687016, 2013; in the data active = inhibition above about 21%;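 note: UHRF1 SRA domain binding a hemimethylated CpG hairpin DNA probe; 0% = median of test compound wells and 100% = reference inhibitor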
ABHD4 inh: ABHD4 inhibitors, primary screen, biochemical, fluorescence polarization, mouse; (Lyso)-N-acylphosphatidylethanolamine lipase (Mus musculus), Q8VD66; purified mABHD4, FP-Rh probe fluorescence polarization; inhibition, % at 8.92 µM; 0.54% of 370,000 active; AID 720543, 2013;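 active = inhibition exceeding the mean over every tested compound plus 3 SD, cut at about 30% in these data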;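 note: 0% = plate median of compound wells and 100% = S159A mutant with DMSO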
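Test system: mABHD4 protein | Buffer or medium: HEPES pH 7.0 buffer, 150 mM NaCl, 0.01% Pluronic F-127 | Probe or stimulus: FP-Rh fluorescent activity-based probe, added after compound pre-incubation | Timing: Pre-incubation 45 min, probe exposure 60 min, at 25 °C | Technique: Fluorescence polarization, excitation 525 nm, emission 598 nm, BODIPY TMR filters | Repeats: Single well per compound (singlicate)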
LEDGF integ inh: blockers of LEDGF/p75-dependent integrase strand transfer – biochemical, TR-FRET, high throughput, primary screen; HIV-1 integrase (with human LEDGF/p75); TR-FRET IN-LEDGF/p75 DNA integration, Eu/Cy5; inhibition, % at 3.7 µM; 0.64% of 370,000 active; AID 743269, 2014;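 active = inhibition above the screen-wide mean plus 3 SD, cut at about 13% in these data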;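 note: signal is the Cy5 over europium emission ratio at 671 and 618 nm; 0% = plate median of compound wells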
TCR-CD3 inh: inhibitors of human TCR-CD3 interaction, primary screen, biochemical, fluorescence, TAMRA-labeled TCR probe | inhibition, % at 9.4 µM | 0.37% of 360,000 active; in the data active = inhibition above about 19%;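 note: recombinant mutant TCR 2C K166C tagged with TAMRA read by polarization; 0% = receptor in buffer alone and 100% = receptor with positive control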
Tn7 DDE FP: inhibitors of Tn7 peptide binding to fibrin DD(E), primary screen, biochemical, fluorescence polarization, human fibrin, Tn7 probe; FP displacement of FITC-Tn7 peptide from fibrin DD(E); 0% = median of compound wells per plate; 0.13% of 370,000 active; Fibrinogen beta chain (Homo sapiens), P02675; inhibition, % at 8.3 µM;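 active = inhibition above the mean of compounds falling within the control limits plus 3 SD of them, cut at about 14% in these data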;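 note: 0% = plate median of compound wells and 100% = 10 µM Aha-Tn7 peptide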
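Assay system: Human fibrin DD(E) protein | Medium: Tris buffer with calcium and detergent, pH 7.8 | Reagent: 0.1 µM fluorescent Tn7 | Compound dosing: Single point at 8.3 µM | Times: 10 min preincubation, 3 h with tracer, room temperature | Detection: Fluorescence polarization of the labelled Tn7 tracer | Controls: Aha-Tn7 high control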
PRMT1 FP inh: PRMT1 methyltransferase inhibitors, primary screen, biochemical, fluorescence polarization. Protein arginine N-methyltransferase 1 (Homo sapiens), Q99873. recombinant PRMT1, activity-based probe fluorescence polarization. inhibition, % at 2.79 µM. 1.3% of 370,000 active;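 active = inhibition above about 21% made by adding two undisclosed values, limit read from the data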
TDP2 absorb: human TDP2 enzyme inhibitors, primary screen, biochemical, epi absorbance, recombinant enzyme; inhibition, % at 12.8 µM; 0.34% of 370,000 active; T5PNP hydrolysis, p-nitrophenol absorbance 415 nm;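 active = inhibition above the mean of all tested compounds plus 3 SD, set per campaign, cut at about 25% in these data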;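 note: 0% = DMSO with enzyme and 100% = buffer with substrate but no TDP2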
Target sequence (O95551 whole entry, looked up): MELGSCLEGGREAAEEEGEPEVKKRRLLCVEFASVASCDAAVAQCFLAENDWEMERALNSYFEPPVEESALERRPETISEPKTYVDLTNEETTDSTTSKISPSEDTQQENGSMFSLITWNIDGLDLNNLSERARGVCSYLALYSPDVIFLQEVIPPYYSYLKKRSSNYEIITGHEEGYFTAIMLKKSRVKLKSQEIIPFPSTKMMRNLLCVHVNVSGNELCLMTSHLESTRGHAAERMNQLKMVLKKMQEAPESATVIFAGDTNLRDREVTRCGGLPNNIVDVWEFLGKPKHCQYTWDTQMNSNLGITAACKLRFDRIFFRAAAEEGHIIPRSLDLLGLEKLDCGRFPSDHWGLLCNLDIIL
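Incubation: 2 h at 37 °C; Test system: recombinant human TDP2; Quantity: enzyme 120 nM; Read-out basis: percent inhibition; Medium: 50 mM Tris-HCl pH 7.5 with Mg2+, KCl, DTT, BSA; Repeats: single replicate; Compound: 12.8 µM single point, 1% DMSO; Signal: epi absorbance; Reagent: 5 mM T5PNP chromogenic substrate; Benchmarks: no-enzyme high, DMSO-plus-enzyme low.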
PG9 binder: binders of HIV-1 gp120 antibody PG9, primary screen, biochemical, TR-FRET; inhibition, % at 6.7 µM; TR-FRET gp120-PG9 antibody binding; AID 624416, 2012; 0.43% of 360,000 active; HIV-1 gp120 / PG9 antibody interaction; in the data active = inhibition above about 8.5%
HTRA1 inh: HTRA1 serine protease inhibitors, primary screen, biochemical, fluorescence polarization, HTS; Q92743; recombinant HTRA1, FP-rhodamine activity-based probe; inhibition, % at 5.96 µM; 0.5% of 340,000 active; AID 504803, 2011; in the data active = inhibition above about 36%;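 note: 0% = enzyme with DMSO and 100% = wells lacking enzyme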
Target sequence (Q92743 whole entry, looked up): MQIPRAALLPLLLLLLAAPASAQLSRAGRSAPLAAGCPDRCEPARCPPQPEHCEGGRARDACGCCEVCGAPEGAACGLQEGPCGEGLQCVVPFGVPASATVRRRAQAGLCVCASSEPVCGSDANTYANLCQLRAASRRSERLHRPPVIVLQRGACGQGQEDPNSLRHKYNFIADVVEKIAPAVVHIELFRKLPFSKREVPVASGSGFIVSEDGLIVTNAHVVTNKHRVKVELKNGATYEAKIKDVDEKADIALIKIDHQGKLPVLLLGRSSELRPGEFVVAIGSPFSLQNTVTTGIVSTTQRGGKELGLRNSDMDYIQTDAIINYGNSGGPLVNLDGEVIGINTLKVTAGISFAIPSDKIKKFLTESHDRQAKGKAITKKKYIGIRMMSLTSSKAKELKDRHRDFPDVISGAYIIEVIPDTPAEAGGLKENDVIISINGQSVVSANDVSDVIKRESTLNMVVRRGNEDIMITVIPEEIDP
* marks the source's active call; other numbers are inactive results; · = no result given; & = joins results of further samples. The order is random, and some 4.2% of all compounds hit somewhere here.

SMILES	SIAE inh	UHRF1 MBD2 ctr	ABHD4 inh	LEDGF integ inh	TCR-CD3 inh	Tn7 DDE FP	PRMT1 FP inh	TDP2 absorb	PG9 binder	HTRA1 inh
COc1ccc(OC)c(S(=O)(=O)Nc2cc(C(=O)O)ccc2N2CC3CC(C2)c2cccc(=O)n2C3)c1 (centres undefined)	-7	3	0	2	2	4	3	-2	0.4	0
COc1ccc(/C(C)=N\NS(=O)(=O)c2ccccc2)cc1OC	10	-2	3	-2	8	-2	0	7	-4.1	0
Cc1nc(N2CCC(C)CC2)c2c(C)c(C(=O)O)sc2n1	2	0	6	0	4	-3	-3	19	4.3	-4
CCC(=O)N/N=C(\C)CC(=O)Nc1ccc2c(c1)OCCO2	8	-4	-2	1	2	-1	-4	22	-0.4	2
COc1ccc(NC(=O)C[C@H]2C(=O)N(c3ccccc3)C[C@@H]2CSC)cc1	1	0	-3	0	7	1	-1	-2	-1.5	-4
NC(=O)C1CCN(C(=O)CC2C(=O)NCCN2Cc2cccc(Oc3ccccc3)c2)CC1 (centres undefined)	-2	-1	-1	-2	-2	7	2	-7	-1.3	-2
CCC1SC2=NC(C)=C(C(=O)OC)C(c3ccc(C(=O)OC)cc3)N2C1=O (centres undefined)	-11	1	-22	-4	-8	2	6	-2	1.0	-16
C=CCN=c1sc(C(=O)OC)cc(=O)n1CC=C	-3	5	3	1	-2	2	1	11	0.2	0
O=C(COC(=O)COc1cccc(F)c1)NCCC1=CCCCC1	7	-1	-3	-2	5	3	-3	5	-1.6	2
CC(=O)c1cccc(Nc2cc(C)nc3ccccc23)c1	-1	3	-2	4	7	4	-3	7	-0.3	3
FC(F)(F)c1cc(-c2ccccc2)nc(NCc2cccs2)n1	-2	6	-7	3	3	-6	1	0	-1.5	-9
Cc1c(N=C/C=C2/N(C)c3ccccc3C2(C)C)c(=O)n(-c2ccccc2)n1C	5&-5	-2&-3	3&-7	-2&-1	-12&1	-2&-1	1&-1	16&3	-1.7&0.4	7&3
CCN(CC)CCCN(C(C)=O)c1nc(-c2cc(OC)ccc2OC)cs1	0	-3	6	1	9	-7	1	6	-1.6	-3
O=C(CC1C(=O)NCCN1C(=O)Nc1ccc(F)cc1)Nc1cc(Cl)ccc1Cl (centres undefined)	-4	1	-3	3	-3	-3	0	-5	0.3	-5
Nc1ccccc1C(=O)N1O[C@@H]2C=C[C@H]1C2	6	-4	-3	-1	0	6	3	10	-1.9	7
CCOc1ccccc1OCCCNCc1ccccc1	1	-5	14	1	0	3	-2	2	1.1	-1
CCc1ccccc1NC(=O)CSc1nc2ccccc2nc1N1CCOCC1	2	-2	2	7	6	-7	-2	0	-0.2	0
Cc1ccc(CN2CC(C(=O)NNC(=O)Cn3ccc(C(F)(F)F)n3)CC2=O)cc1 (centres undefined)	0	0	3	-6	-2	1	1	7	0.1	3
CCn1c(SCC(=O)NNC(=S)Nc2ccccc2)nnc1-c1ccc(Cl)cc1	5	-4	9	-3	5	5	-2	2	-0.9	3
Fc1ccc(CN2CCN(c3ncnc4scc(-c5ccc(F)cc5)c34)CC2)cc1	0	-2	5	1	-2	-9	-2	1	0.0	-25
Cn1c(SCC(=O)NC2CCCC2)nnc1-c1ccco1	0	0	12	-1	15	3	2	0	0.0	4
COc1ccc(-c2ccc(=O)n(CC(=O)Nc3cccc(O)c3)n2)cc1OC	-5	1	-14	-6	-3	6	4	0	0.6	0
O=C(Cc1ccccc1)NNC(=O)Cc1ccccc1	3	-3	-2	2	2	6	-7	12	0.4	3
COc1cccc(CN2CCN(Cc3ccc(O)cc3)CC2CCO)c1 (centres undefined)	5	-2	1	4	2	2	1	-3	-0.2	4
OCCN=Cc1c(O)[nH]c2ccccc12	-2	3	2	2	1	-1	-1	5	-2.2	0
CN(C)/N=C/C=C1\CCC/C(=C\c2ccc(F)c(F)c2)C1=O	9	-4	3	1	-1	-1	3	-6	-0.2	·
Cc1noc(C)c1S(=O)(=O)NC(=O)C1(C)CCN1C(=O)Cc1ccc(-c2ccccc2)cc1 (centres undefined)	0	3	2	-1	0	-1	-3	-10	-0.9	·
CCC(=O)[C@@]1(C)[C@H](C)C[C@H]2[C@@H]3CCC4=CC(=O)C=C[C@]4(C)[C@H]3[C@@H](O)C[C@@]21C	-4	-2	0	3	6	-1	-3	1	-1.1	2
C[C@@H](NC(=O)c1[nH]cnc1C(=O)Nc1ccccc1)c1ccccc1	-10	1	-45	3	1	2	1	-2	0.5	-57
Cc1ccc(Nc2ccc3nonc3c2[N+](=O)[O-])cc1	-8	2	-5	-8	-3	1	5	-6	-1.9	1
COc1ccc(-c2cc3ccccc3cn2)cc1	2	0	-11	0	-1	4	-1	-4	-2.2	-15
O=C(NC(=S)Nc1ccc(N2CCOCC2)cc1)c1cccc(Cl)c1	8	-2	2	-2	4	-2	-2	5	-0.9	4
CCOC(=O)C1=C(O)/C(=C\c2ccc(CNC(=O)C(=O)Nc3ccccc3)o2)N=C1C	9	7	24	25*	7	3	34*	-1	-4.7	27
Cc1ccccc1OC(C)C(=O)NC1CCCC1 (centres undefined)	7	-1	5	-2	4	6	0	2	-0.1	1
O=C(CCCCCN1C(=O)c2ccccc2C1=O)Oc1ccc2c3c(c(=O)oc2c1)CCC3	7	0	8	-1	0	-7	0	8	-0.4	2
Cc1nnc(NC(=O)CSCc2ccccc2)s1	-4	0	-10	4	-2	3	-9	-5	-1.0	-3
C/C(CCc1ccccc1)=N\NC(=S)NCCc1ccccc1	-5	0	1	1	4	9	1	14	0.5	-18
COC(=O)c1ccc(COC(=O)C2CCN(S(=O)(=O)c3ccc(C)c(C)c3)CC2)o1	4	-1	-2	-3	7	2	-1	-3	-1.6	-7
CCNC(=O)C1(C)CCN(C(=O)c2ccccc2)C1 (centres undefined)	1	0	3	6	-6	-1	-5	4	-1.7	·
Cc1ccc(Cn2c(CCC(=O)O)nc3ncccc3c2=O)cc1	-1	1	3	1	-7	2	1	7	-0.7	0
O=C(Oc1c(Br)cc(Br)c2cccnc12)N1CCCCC1	-3	0	16	-4	-1	1	-2	-2	9.1*	-5
CNc1nc(Sc2cccc(C(F)(F)F)c2)cc(C(F)(F)F)n1	-2	-1	6	-5	2	7	0	-4	-2.3	-3
CN(C)c1cccc(CNC(=O)c2ccc3sc([C@@H]4O[C@H](CO)[C@H](O)[C@H](O)[C@H]4O)nc3c2)c1	5	0	7	-2	1	-8	-5	0	-3.7	·
CCc1ccc(NC(=O)Cn2nnc(C(=O)NCc3ccco3)c2N)cc1	-2	4	-9	3	0	1	-1	-10	-2.2	-8
CCOC(=O)c1ccc(NC(=S)N2CCN(c3ccccn3)CC2)cc1	5	-2	1	3	2	-7	-2	14	-11	8

As a short view, some entries already given.
SMILES	SIAE inh	UHRF1 MBD2 ctr	ABHD4 inh	LEDGF integ inh	TCR-CD3 inh	Tn7 DDE FP	PRMT1 FP inh	TDP2 absorb	PG9 binder	HTRA1 inh
Cc1ccc(Cn2c(CCC(=O)O)nc3ncccc3c2=O)cc1	-1	1	3	1	-7	2	1	7	-0.7	0
O=C(Oc1c(Br)cc(Br)c2cccnc12)N1CCCCC1	-3	0	16	-4	-1	1	-2	-2	9.1*	-5
CNc1nc(Sc2cccc(C(F)(F)F)c2)cc(C(F)(F)F)n1	-2	-1	6	-5	2	7	0	-4	-2.3	-3
CN(C)c1cccc(CNC(=O)c2ccc3sc([C@@H]4O[C@H](CO)[C@H](O)[C@H](O)[C@H]4O)nc3c2)c1	5	0	7	-2	1	-8	-5	0	-3.7	·
CCc1ccc(NC(=O)Cn2nnc(C(=O)NCc3ccco3)c2N)cc1	-2	4	-9	3	0	1	-1	-10	-2.2	-8
CCOC(=O)c1ccc(NC(=S)N2CCN(c3ccccn3)CC2)cc1	5	-2	1	3	2	-7	-2	14	-11	8

Carrying on.
SMILES	SIAE inh	UHRF1 MBD2 ctr	ABHD4 inh	LEDGF integ inh	TCR-CD3 inh	Tn7 DDE FP	PRMT1 FP inh	TDP2 absorb	PG9 binder	HTRA1 inh
CCCCOC(=O)CCc1c(C)[nH]c(=S)[nH]c1=O	1	2	0	1	-1	-3	3	-3	0.2	1
Cc1ccccc1NS(=O)(=O)c1ccc(C(=O)N2CCN(S(=O)(=O)c3ccccc3)CC2)cc1	19*	-1	3	3	4	4	-2	2	-0.1	0
COc1ccc(C(=O)NNC(=O)CN2CCC(n3nnc4cc(F)ccc43)CC2)cc1	-5	2	2	4	-7	-5	-2	0	-0.3	13
CCC(C)(C)C1CCC2(CC1)NC(=O)N(CC(=O)NCCc1c[nH]c3ccccc13)C2=O (centres undefined)	-1	0	-1	0	7	-2	-4	-4	-0.7	-3
O=C(OCCN(C1=NS(=O)(=O)c2ccccc21)c1ccc(Cl)cc1)c1ccco1	1	0	0	1	3	-4	1	3	0.1	-5
